# a7 integrin act = activates integrin-mediated alleviation for muscular dystrophy; alpha7betagal myoblasts, beta-gal FDG fluorescence, 48 h; Potency, µM (titrated, usually from 38.3 µM), for inactives: at the highest dose activation, usual class: activators; 0.064% of 350,000 active;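 note: potency is the fitted concentration of half-maximal effect; 100% = response of the positive control SU9516; nearly all actives have a fitted effect of over 60% in size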
#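 alpha7betagal+/- myoblasts (passage 13, 250/well) treated 48 h at 37C with compounds at 1:260 dilution of DMSO stock. Lysed, then beta-galactosidase activity read as FDG fluorescence (ex 480/em 540) after 30 min, with pre-read for autofluorescence.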
# TCR activator = T cell receptor activation; Potency, µM (top dose mostly 9.22 µM), for inactives: top-dose activation of IL-2 secretion, usual class: activators; 330,000 tested, under 10 active; AID 504894; primary human leukocytes, anti-CD3, IL-2 HTRF, 48 h; note: % of control where 0% means no effect
#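 Human primary leukocytes + a-CD3 beads + cpd, 48 hr; IL-2 in supernatant by HTRF (ex 320nm / em 665nm). No co-stimulatory signal supplied.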
# TSHR antagonist = human thyrotropin receptor antagonism; P16473; TSHR-expressing cells, TSH-stimulated cAMP HTRF, 2 h; hits give low values; activity change, negative = inhibition, % at 11.5 µM; 0.2% of 330,000 active;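 active = activity change below a set negative limit, meaning inhibition stronger than a set level, cut at about -70% in these data; inconclusive = activity change between two set negative limits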; note: % is set by controls: 0 for no effect and ±100 for the full control effect
#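 Cell-based HTRF cAMP assay; TSHR cells + compound, TSH EC80 (4nM final), 2 h, 37 deg C. Lysis with anti-cAMP cryptate and cAMP-d2, 30 min RT, read 665/620 nm.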
# S-ASM inh = blocks human secretory acid sphingomyelinase. Potency, µM (top dose mostly 57.5 µM), for inactives: at the highest dose activity change, negative = inhibition, usual class: inhibitors. P17405. AID 504937. 0.006% of 340,000 active. placental ASM, HMU-PC fluorogenic substrate, 60 min; note: potency is the fitted concentration of half-maximal effect
#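 Steps: dispense placental human ASM, pin compound, wait 10 min at room temperature, add HMU-PC0 substrate at 9 uM final, incubate 60 min at 37 °C, add stop solution raising pH to 10, read fluorescence.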
# Mito fusion yeast = mitochondrial division inhibition or fusion activation | Potency, µM (doses to about 46.1 µM), inactives show at the highest dose growth rescue (activation), actives largely listed as activators | S. cerevisiae fusion-defective mutant growth rescue, CellTiterGlo 48 h | 0.23% of 320,000 active | AID 485298;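 note: potency is the fitted concentration of half-maximal effect; % of control where 0% means no effect; nearly all actives have a fitted effect of over 45% in size; temperature-sensitive fusion mutants such as fzo1-1 at 37 °C on non-fermentable ethanol glycerol medium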
#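 Growth-rescue viability read-out: after 48 h at the non-permissive 37C in glycerol/ethanol YPEG, yeast mitochondrial fusion mutants are measured by CellTiterGlo luminescence; compounds (23 nl pinned per well) restoring growth score as division inhibitors or fusion activators.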
# BCR signal inh = blocks chronic active B-cell receptor signaling; 0.05% of 340,000 active; ABC-DLBCL IkBa-CBG/CBR reporter, luminescence ratio, 4 h; Potency, µM (series often up to 46.1 µM), inactives show at the top dose ratio change, negative = lower green/red ratio, most hits filed as inhibitors; active = well fitted inhibition curve with a large enough effect in the signal ratio, with a control signal flat, not every such curve was filed as active; inconclusive = small, poorly fitted or top-dose-only effect, or effect the other way, or a change in a side signal; the % refers to the signal ratio;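 note: potency is the fitted concentration of half-maximal effect; plate controls were basal doxycycline-induced cells for no effect and cells given 10 µM MG132 for full effect; MG132 reads +100%, hits lower the ratio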
#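 Doxycycline induced both beetle luciferases in TMD8 lymphoma cells; IKK-driven degradation limits the IkappaBalpha-fused green signal, while red luminescence normalises for cell number and nonspecific effects. Compounds tested up to 46 uM, 4 hrs.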
# PTAP TSG101 blk = blocks PTAP/TSG101 interaction to inhibit HIV-1 budding. Fluorescence polarization, FITC-PTAP peptide / Tsg101 binding. AID 493005. 340,000 tested, under 10 active. Potency, µM (titrated, usually from 115 µM), inactives show top-dose activity change, negative = inhibition, actives largely listed as inhibitors; active = well fitted inhibition curve with a large enough effect in the main read-out, with a control signal flat, not every such curve was filed as active; inconclusive = small, poorly fitted or top-dose-only effect, or effect the other way, or a change in a side signal; inactive = no such curve, though single readings can be large or run the other way; note: potency is the fitted concentration of half-maximal effect; % of control where 0% means no effect
# Target sequence (Q99816 whole entry, looked up): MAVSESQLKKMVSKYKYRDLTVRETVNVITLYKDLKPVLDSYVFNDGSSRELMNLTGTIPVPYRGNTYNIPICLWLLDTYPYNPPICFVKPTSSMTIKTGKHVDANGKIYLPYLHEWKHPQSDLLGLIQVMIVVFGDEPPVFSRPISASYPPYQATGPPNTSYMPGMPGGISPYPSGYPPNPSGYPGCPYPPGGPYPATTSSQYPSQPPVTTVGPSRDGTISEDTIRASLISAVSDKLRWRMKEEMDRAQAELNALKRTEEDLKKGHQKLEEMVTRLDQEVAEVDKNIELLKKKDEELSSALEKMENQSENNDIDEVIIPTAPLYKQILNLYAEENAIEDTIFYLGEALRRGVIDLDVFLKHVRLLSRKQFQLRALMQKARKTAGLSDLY
#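 Compounds were pin-transferred onto Tsg101 binding domain (10 uM final) in HEPES pH 7.5 buffer, then FITC-PTAP peptide was added at 50 nM final. After 20 min at RT, polarization reported peptide displacement across a qHTS concentration series.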
# Eya2 inh = Eya2 (human) phosphatase inhibition; 0.006% of 330,000 active; Potency, µM (doses to about 76.9 µM), inactives show at the highest dose activity, negative = inhibition, usual class: inhibitors; recombinant Eya2, OMFP fluorescence dephosphorylation (OMFP is methylfluorescein phosphate); AID 488837; O00167; note: potency is the fitted concentration of half-maximal effect; % is set by controls: 0 for no effect and ±100 for the full control effect
# Target sequence (O00167 whole entry, looked up): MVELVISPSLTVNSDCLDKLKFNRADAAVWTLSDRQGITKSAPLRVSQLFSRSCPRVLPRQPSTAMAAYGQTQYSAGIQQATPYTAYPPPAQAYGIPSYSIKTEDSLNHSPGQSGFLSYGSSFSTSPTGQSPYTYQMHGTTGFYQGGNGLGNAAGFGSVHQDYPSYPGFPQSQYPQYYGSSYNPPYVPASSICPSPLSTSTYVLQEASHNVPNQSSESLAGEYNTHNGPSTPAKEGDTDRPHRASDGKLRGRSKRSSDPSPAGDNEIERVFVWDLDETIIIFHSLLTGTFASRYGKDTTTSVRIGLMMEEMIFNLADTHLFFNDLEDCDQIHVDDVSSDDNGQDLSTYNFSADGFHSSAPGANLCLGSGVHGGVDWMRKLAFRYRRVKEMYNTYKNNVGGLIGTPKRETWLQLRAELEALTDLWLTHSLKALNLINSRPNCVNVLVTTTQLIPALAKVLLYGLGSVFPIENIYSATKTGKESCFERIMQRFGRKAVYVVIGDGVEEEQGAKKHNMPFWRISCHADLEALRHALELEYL
#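 Eya2 protein (added as 0.2 uM solution) was preincubated with compound for 10 min at ambient temperature in 50 mM HEPES pH 7.5, 50 mM NaCl, 5 uM MgCl2, 0.05% BSA, 1 mM DTT. OMFP (added at 50 uM) then reacted 10 min; fluorescence read at 485/525 nm.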
# ELG1 DNA repair = inhibitors of ELG1-dependent DNA repair in HEK293T cells; HEK293T ELG1-luciferase reporter, luminescence, 16 h; DNA damage induced by 5-fluorouridine; AID 504467; Potency, µM (titrated, usually from 46.1 µM), for the others: at the top dose activity change, negative = inhibition, usual class: inhibitors; 2.3% of 330,000 active; note: potency is the fitted concentration of half-maximal effect; % is set by controls: 0 for no effect and ±100 for the full control effect; nearly all actives have a fitted effect of over 55% in size
#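 Quantitative HTS, concentration-response format. 2,000 cells/well co-treated with 5-fluorouridine and compound, 16 hr in 5% CO2 at 37 °C; ONE-Glo luminescence read after 30 min.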
# Tb PFK inh = inhibitors of T. brucei phosphofructokinase. O15648. T. brucei PFK, ADP-Glo luminescence. Potency, µM (series often up to 57.5 µM), for the others: at the top dose activity, negative = inhibition, hits mostly inhibitors. 0.17% of 330,000 active;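 note: potency is the fitted concentration of half-maximal effect; 0% = uninhibited 1x PFK enzyme wells and -100% = no-enzyme wells; nearly all actives have a fitted effect of over 60% in size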
#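 Compounds were pin-transferred as a titration series up to 57 uM into substrate buffer (0.5 mM F6P, 0.1 mM ATP, pH 8.0), then 1.25 nM PFK was added and reactions ran 45 min before ADP-Glo detection.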
# AT treatment = candidate therapy for ataxia-telangiectasia | […] A-T fibroblasts, KAP-1 phosphorylation AlphaLISA; neocarzinostatin DNA damage 30 min before lysis | Potency, µM (highest dose often 57.5 µM), for the others: at the highest dose activation, hits mostly activators | 0.19% of 320,000 active; note: potency is the fitted concentration of half-maximal effect; % of control where 0% means no effect; nearly all actives have a fitted effect of over 45% in size
#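 hTERT-immortalized A-T patient fibroblasts ([…]), 500 cells/well in OPTI-MEM, 1% FBS, got compounds for 60 min, then NCS for 30 min at 37C. Lysates were then assayed for phospho-KAP-1 by AlphaLISA (anti-pKAP1 donor, anti-KAP1 acceptor beads), 6 hr at 25C.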
# An asterisk follows results filed as active; u = inconclusive; x = not tested or not shown; [ ] = remark or other dose. Unless noted, calls come from the whole dose curve; as a rule, active = well fitted curve in the direction sought with a large enough effect; inconclusive = small, poorly fitted or top-dose-only effect, or another doubt; inactive = no such curve, though single readings can be large; an effect the other way counts as inactive or inconclusive.
SMILES,a7 integrin act,TCR activator,TSHR antagonist,S-ASM inh,Mito fusion yeast,BCR signal inh,PTAP TSG101 blk,Eya2 inh,ELG1 DNA repair,Tb PFK inh,AT treatment
CCCC(C)NC(=O)c1cc(Cl)ccc1OC (stereo not drawn),-18%,-3%,-4,-1%,2%,-5%,-4%,7%,-27%,-4%,4%
COc1cc(NC(=O)C(F)(F)F)cc(OC)c1,11%,0%,-13,8%,-2%,2%,-9%,-3%,5%,-5%,0%
Cc1ccc(CN2CCN(Cc3cn[nH]c3-c3ccccc3)CC2CCO)o1 (stereo not drawn),-20%,3%,-4,1%,2%,6%,-6%,0%,-1%,2%,1%
CC(=O)N1CCN(c2ccc(NS(=O)(=O)c3ccc(C)cc3)cc2)CC1,-7%,1%,16,0%[11.5 µM],-3%,5%,-2%,0%,7%,-3%,-9%
Fc1ccc(N2CCN(Cc3ccccn3)CC2)cc1,-9%,-1%,-3,-3%,-17%,-6%,0%,8%,-4%,-7%,13%
COc1ccc(NC(=S)N2CCN(C(=O)c3ccco3)CC2)c(OC)c1,-8%,4%,1,3%,1%,1%,1%,-2%,12%,-1%,8%
COc1ccc(NS(=O)(=O)c2cccc(C(=O)NCC(c3ccccc3)N(C)C)c2)cc1 (stereo not drawn),19%,7%,-4,x,-1%,-5%,-4%,-3%,-3%,0%,1%
O=C(Nc1nc2ccccc2s1)C1CC(=O)N(c2ccc(Br)cc2)C1 (stereo not drawn),10%,0%,11,u,-5%,u,-5%,-7%,u,-1%,-3%
CC1(C)OC(=O)N(c2ccccn2)C1(C)O (stereo not drawn),13%,-4%,19,4%,2%,2%,-8%,10%,-4%,0%,4%
CCN(CC)C1=N/C(=C\c2ccc(OC)cc2)C(=O)N1c1ccccc1,8%,1%[46.1 µM],-4,334%[activator],28%,-4%,1%,1%,19%,-4%,2%
COc1ccccc1Cn1c(C)nnc1-c1cnn(C)c1N,21%,x,-1,-1%,0%,-1%,0%,6%,10%,-9%,0%
CCCc1ccc2oc(C(=O)NCc3nnc(C)o3)c(C)c2c1,-21%,2%,12,0%,1%,u,0%,2%,u,-2%,13%
CCOc1ccc(CCNC(=O)Nc2cccc(OC)c2)cc1OCC,-10%,-3%,0,1%,-3%,-11%,-5%,u,-19%,-1%,5%
CC1=NOC(=O)/C1=C\c1ccc(-c2ccc(Cl)cc2Cl)o1,-13%,-2%,-1,2%,-10%,-20%,-2%,-6%,-17%,u,-10%
CC1(C)Cc2c(cnn2-c2ccccc2)C(=O)/C1=N\NC(=O)c1ccccc1O,-8%,-4%,2,u,u,u,-6%,9%,-19%,2%,-5%
O=C(Nc1ccc(Cl)cc1)N1CCCN(Cc2ccc(F)cc2)C1,-21%[7.66 µM],x,0,-2%,1%,u,2%,5%,u,-15%,-4%
C/C(Cl)=C\Cn1c(O)c(N=O)c2ccccc21,-26%,-2%,-8,-1%,29%,u,-12%,5%,0%,-2%,-8%
CSc1ccccc1NC(=O)CN(c1cc(C)cc(C)c1)S(C)(=O)=O,-13%,-4%,-6,-2%,4%,u,1%,-1%,5%,-3%,9%
COc1cc2ccccc2cc1C(=O)Nc1ccc(Br)cn1,26%,10%,1,15%,1%,5%,-2%,-13%,u,0%,4%
CC(=O)c1cccc(S(=O)(=O)N2CCN(c3ccccc3F)CC2)c1,28%,0%,-1,3%,5%,-4%,-1%,9%,u,-3%,-4%
O=C(CCl)Nc1cc(-c2ccccc2)nn1-c1ccccc1,-65%[inhibitor],-1%,-10,2%,-16%,u,0%,25%,u,1%,-4%
COCCn1c(=S)[nH]c2cc(C(=O)N3CCc4ccccc43)ccc2c1=O,12%[7.66 µM],x,-15,-8%,-10%,u,-6%,10%,u,-9%,6%
CCn1c(SCC(=O)Nc2nc(C)c(C)s2)nnc1-c1cccnc1,-1%,1%,3,0%,2%,-2%,-2%,-13%,-16%,-1%,x
CC(C(=O)Nc1ccc2nccnc2c1)N1C(=O)C2C3C=CC(C3)C2C1=O (stereo not drawn),-15%,11%,-4,34%[activator],-15%,-3%,-2%,7%,-4%,-9%,0%
O=C1CCCc2ccccc2N1Cc1ccc(Cl)cc1,-2%,3%,-7,0%,7%,1%,0%,-3%,5%,4%,-2%
# (next part)
SMILES,a7 integrin act,TCR activator,TSHR antagonist,S-ASM inh,Mito fusion yeast,BCR signal inh,PTAP TSG101 blk,Eya2 inh,ELG1 DNA repair,Tb PFK inh,AT treatment
O=C(NCCCN1CCCCC1)c1ccc(CS(=O)c2ccc(F)cc2)o1 (stereo not drawn),14%,2%,3,2%,-1%,3%,2%,-1%,15%,1%,18%
CC(C)c1nc2cc(C(=O)N3CCNC(=O)C3c3cccc(F)c3)ccc2o1 (stereo not drawn),2%,-3%,-1,5%,-1%,5%,-3%,10%,8%,-5%,3%
O=C(COC(=O)c1ccc(S(=O)(=O)N2CCOCC2)cc1)NC1CCCCCC1,0%,-8%,12,0%,9%,0%,-6%,-11%,14%,3%,-1%
COc1ccc(Nc2c3ccccc3nc3ccccc23)cc1,-20%,-5%,-7,152%[activator],3%,7%,-3%,-9%,u,-3%,2%
CCCCCCCOc1ccc(C2(C)NC(=O)NC2=O)cc1 (stereo not drawn),-9%,x,-3,-8%,2%,u,0%,7%,10%,-5%,-2%
Cc1ccc(S(=O)(=O)NCC(=O)OCC(=O)NCc2ccco2)cc1,-18%,-7%,x,3%,x,0%,-7%,4%,0%,0%,10%
CCc1ccc(C(=O)CSc2n[nH]c(C)n2)cc1,8%,2%,8,-1%,8%,u,-1%,-14%,2%,0%,x
CC(C)(C)c1ccc(S(=O)(=O)NCCc2ccncc2)cc1,-41%,-1%,-10,1%,6%,0%,-10%,21%,6%,2%,5%
CCN1CCc2c(C#N)c(N3CCOCC3)nc(NCc3ccccc3)c2C1,-13%,-9%,-10,170%[activator],-2%,-10%,-1%,15%,u,1%,x
CC1CCCCN1C(=O)NC12CC3CC(CC(C3)C1)C2 (stereo not drawn),4%,3%,2,3%,-1%,u,-11%,-1%,u,0%,-1%
CCOc1ccc(C(=O)Nc2ccc(N3CCCC3)cc2)cc1,14%,-8%,-7,-1%,-5%,-13%,-4%,4%,u,1%,-12%
CS(=O)(=O)N1CCC(C(=O)Nc2ccccc2)CC1,4%,4%,4,3%,-2%,u,-7%,6%,13%,1%,0%
O=C(COc1ccccc1)NNC(=O)c1cccs1,1%,1%[46.1 µM],8,2%,-5%,-2%,1%,-1%,24%,0%,0%
CC(=O)c1c(C)[nH]c(C(=O)Nc2ccc(Cl)cc2)c1C,u,2%,20,-5%,31%,-2%,-1%,8%,u,-3%,-6%
CCC(Oc1ccccc1)C(=O)Nc1nnc(C)s1 (stereo not drawn),35%,7%,-3,1%,4%,2%,-9%,-13%,-7%,3%,-2%
COc1ccc(OC)c(NC(=O)COC(=O)CNC(=O)c2ccc(OC)c(OC)c2)c1,5%,3%,0,1%,-1%,u,-5%,4%,17%,1%,-3%
Cc1cc(C(=O)N(C)Cc2c(F)cccc2Cl)c2ccccc2n1,-18%,-3%,-7,4%,-12%,3%,-3%,7%,-8%,-2%,5%
Cc1cccc2nc(CSC(=N)N)c(Br)n12,-1%,-6%[46.1 µM],5,4%,-17%,u,-9%,-9%,u,10%,-4%
O=C(Nc1nc(-c2ccccn2)cs1)C1CC1,10%,-4%[46.1 µM],-10,-7%,-8%,-3%,0%,3%,u,-2%,12%
CSc1cccc(NC(=S)Nc2cc(C)ccc2C)c1,3%,-5%,-2,-1%,2%,-1%,-4%,-12%,13%,1%,5%
CC1CCN(C(=O)Cn2c(=O)oc3ccccc32)CC1,-10%,2%[46.1 µM],0,-2%,-12%,8%,-2%,-5%,2%,-1%,-6%
Cn1c(=O)c2c(nc(CN3CCN(CCO)CC3)n2CCc2ccccc2)n(C)c1=O,-22%,-3%,7,1%,-1%,-5%,-2%,-7%,-13%,0%,-2%
